MmCpn inh: blocks the Methanococcus maripaludis chaperonin Mm-Cpn | purified Mm-Cpn ATPase, ADP Transcreener TR-FRET | Potency, µM (doses to about 76.9 µM), for the others: top-dose activity, negative = inhibition, usual class: inhibitors | hit rate 0.031% among 330,000 | AID 504842; note: potency is the fitted concentration of half-maximal effect; % is set by controls: 0 for no effect and ±100 for the full control effect; nearly all actives have a fitted effect of over 80% in size
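Eu-cryptate anti-ADP/ADP-d2 competition gives a ratio inversely related to ADP. Enzyme at 25 nM was pre-exposed to compound for 10 min, then given 10 uM ATP for 30 min, 37°C throughout.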
FUS yeast rescue: rescues growth of FUS-expressing yeast; hit rate 0.24% among 390,000; AID 1347120; S. cerevisiae FUS-expressing, growth rescue, OD600, 24 h; Potency, µM (series often up to 76.6 µM), without a hit: at the top dose growth rescue (activation), actives largely listed as activators;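 note: potency is the fitted concentration of half-maximal effect; plate controls were DMSO vehicle for no effect and reference control for full effect; nearly all actives have a fitted effect of over 55% in size; some results filed as inactive show a strong effect at the top dose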
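Restored growth of FUS-toxic S. cerevisiae, read as 600 nm absorbance after 24 h at 30C in galactose medium (starting OD 0.005). Controls CP55940 and DMSO.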
Abeta yeast res: A-beta toxicity reversal in yeast; yeast expressing A-beta42, growth rescue, OD600, 48 h; response scale: 0% DMSO, 100% iron-clioquinol control; Potency, µM (highest dose often 46.1 µM), inactives show at the top dose growth rescue, most hits filed as activators; hit rate 0.063% among 410,000; AID 1347071; note: potency is the fitted concentration of half-maximal effect; nearly all actives have a fitted effect of over 55% in size
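Growth rescue measured by 600 nm absorbance after 48 h yeast culture at 30 C with compound. Values normalized between DMSO and an equimolar ferric chloride plus clioquinol control.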
TDP-43 yeast inh: TDP-43 toxicity inhibition in yeast; TDP-43 expressing yeast growth rescue, BacTiter-Glo, 24 h; Potency, µM (series often up to 46.1 µM), for inactives: at the top dose growth rescue (activation), usual class: activators; hit rate 1.8% among 410,000; AID 652104; note: potency is the fitted concentration of half-maximal effect; % of control where 0% means no effect; nearly all actives have a fitted effect of over 50% in size
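Yeast cells expressing TDP-43 under galactose induction are exposed to compounds for 24 hr at 30 deg C. BacTiter-Glo luminescence measures growth, so protective compounds score as activators.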
GLP1R inv ag: GLP-1 receptor (human) inverse agonism; Potency, µM (series often up to 38.3 µM), without a hit: top-dose activity change, negative = inhibition, actives largely listed as inhibitors; P43220; HEK293 GLP-1R CRE-luciferase, luminescence, 24 h; GLP-1R form is constitutively active; AID 624417; hit rate 1.6% among 410,000; note: potency is the fitted concentration of half-maximal effect; % is set by controls: 0 for no effect and ±100 for the full control effect; nearly all actives have a fitted effect of over 55% in size
Target sequence (P43220 whole entry, looked up): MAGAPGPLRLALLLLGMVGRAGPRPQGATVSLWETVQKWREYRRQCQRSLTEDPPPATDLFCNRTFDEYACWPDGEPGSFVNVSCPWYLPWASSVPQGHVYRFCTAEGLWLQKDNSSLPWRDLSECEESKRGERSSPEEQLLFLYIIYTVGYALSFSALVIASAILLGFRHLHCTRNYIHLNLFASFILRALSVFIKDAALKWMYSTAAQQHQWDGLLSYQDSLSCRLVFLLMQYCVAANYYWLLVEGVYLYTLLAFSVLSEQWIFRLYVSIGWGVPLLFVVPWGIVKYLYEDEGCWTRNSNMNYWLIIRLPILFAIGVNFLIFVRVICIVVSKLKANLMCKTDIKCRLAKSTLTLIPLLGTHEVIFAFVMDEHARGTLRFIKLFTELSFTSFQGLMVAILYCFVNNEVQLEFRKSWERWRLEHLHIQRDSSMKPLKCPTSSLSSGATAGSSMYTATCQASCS
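HEK293 cells stably co-expressing a cAMP-responsive luciferase reporter and constitutively active GLP-1R were seeded, incubated 12 h, then exposed to compounds for 24 h at 37 C. Luminescence was read 12 min after detection reagent; inverse agonists lower signal.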
aSyn yeast inh: inhibitors of alpha-synuclein toxicity in yeast; hit rate 0.14% among 370,000; Potency, µM (titrated, usually from 46.1 µM), for the others: top-dose growth rescue (activation), hits mostly activators; AID 652106; Yeast expressing alpha-synuclein, growth rescue, BacTiter-Glo, 24 h; note: potency is the fitted concentration of half-maximal effect; % of control where 0% means no effect; nearly all actives have a fitted effect of over 65% in size
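Galactose-induced alpha-syn yeast (OD600=0.02, raffinose-pregrown) + pinned cpd, 24 hr, 30 deg C; growth by BacTiter-Glo luminescence. Growth restoration scores as activation.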
pAkt inh: inhibitors of Akt phosphorylation; AID 651550; activity change, % for hits at 50 µM; Neuro2A IGF-stimulated pAkt S473 HTRF, 20 min; stronger effect = lower value; hit rate 0.32% among 360,000; in the data active = activity change below about -80%; inconclusive = mostly about -51% to -80%; note: % is set by controls: 0 for no effect and ±100 for the full control effect
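Neuro2A cells (4,500/well, DMEM with 0.5% FBS) were treated with compound at a single 50 µM final concentration, stimulated with 6 nM IGF for 20 min at 37 °C, and lysed. Phospho-Akt Ser473 was read by HTRF as 665/615 ratio ×10^4.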
GLP1R cytotox: cytotoxic in the GLP-1 receptor inverse agonist counter-screen; AID 624418; hit rate 0.13% among 410,000; Potency, µM (doses to about 38.3 µM), for the others: at the highest dose activity change, negative = inhibition, most hits filed as inhibitors; HEK293 cAMP-luciferase reporter cells, luminescence, 24 h;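 note: loss of luciferase light is scored as toxicity; potency is the fitted concentration of half-maximal effect; % is set by controls: 0 for no effect and ±100 for the full control effect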
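1536-well qHTS counterscreen of the MLSMR; 200 cells/uL, 12 h pre-incubation, 23 nL cpd, 24 h at 37 deg C 5% CO2, luciferase detection reagent, 12 min RT, luminescence. Inhibition = undesired.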
PTHR1 agonist: activates the human parathyroid hormone receptor PTHR1; Q03431; HEK293 GP2 PTHR1 cells, GloSensor cAMP luminescence, 1 h; Potency, µM (titrated, usually from 115 µM), for inactives: at the highest dose activation, actives largely listed as activators; hit rate 0.075% among 410,000; AID 743266; note: potency is the fitted concentration of half-maximal effect; nearly all actives have a fitted effect of over 55% in size; some results filed as inactive show a strong effect at the top dose; inactives centre near -15; many of its hits are not listed in these tables
Target sequence (Q03431 whole entry, looked up): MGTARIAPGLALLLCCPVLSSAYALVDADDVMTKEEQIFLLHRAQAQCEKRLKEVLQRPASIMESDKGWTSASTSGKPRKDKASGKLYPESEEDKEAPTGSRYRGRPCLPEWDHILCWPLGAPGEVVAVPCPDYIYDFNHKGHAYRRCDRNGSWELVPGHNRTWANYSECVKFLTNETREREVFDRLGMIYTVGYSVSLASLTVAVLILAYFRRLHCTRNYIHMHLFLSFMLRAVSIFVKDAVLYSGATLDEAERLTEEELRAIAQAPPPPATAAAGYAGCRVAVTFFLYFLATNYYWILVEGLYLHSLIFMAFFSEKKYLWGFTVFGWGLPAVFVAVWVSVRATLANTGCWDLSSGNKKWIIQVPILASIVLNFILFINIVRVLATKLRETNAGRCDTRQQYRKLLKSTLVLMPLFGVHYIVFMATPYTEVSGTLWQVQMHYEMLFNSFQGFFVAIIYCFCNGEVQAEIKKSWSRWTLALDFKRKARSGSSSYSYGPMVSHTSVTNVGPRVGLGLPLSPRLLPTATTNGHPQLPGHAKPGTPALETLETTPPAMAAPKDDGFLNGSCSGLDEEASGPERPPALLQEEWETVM
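HEK-293-derived GP2 cells expressing PTHR1 and a GloSensor cAMP reporter, 3,000/well, plated overnight, given luciferin plus IBMX (each 0.5 mM as added) for 1 h at 37 °C, then compound for 1 h at 37 °C. Luminescence was read after 15 min at room temperature.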
Active calls of the source: *; i = inactive; ? = inconclusive; · = no result given; & = joins results of further samples; [ ] = another dose, or the depositor's remark. Unless noted, calls come from the whole dose curve; as a rule, active = well fitted curve in the direction sought with a large enough effect; inconclusive = small, poorly fitted or top-dose-only effect, or another doubt; inactive = no such curve, though single readings can be large; an effect the other way counts as inactive or inconclusive.

SMILES | MmCpn inh | FUS yeast rescue | Abeta yeast res | TDP-43 yeast inh | GLP1R inv ag | aSyn yeast inh | pAkt inh | GLP1R cytotox | PTHR1 agonist
Cc1ccc(S(=O)(=O)N/N=C\C=C\c2ccccc2)cc1 | -1% | 11% | 7% | 1% | 0% | 1% | i | -6% | -20%[57.5 µM]
COC(=O)c1ccc(C23CC4(C2)[C@H](CN(Cc2ccc(-c5ccccc5)cc2)[C@@H]4c2ccccc2)C3c2ccccc2)cc1 (stereo not given in full) | 0% | ? | 7% | 0% | -13% | -4% | i | 8% | 18%
CSc1ccc(CNC(=O)c2ccc3c(c2)N(C)C(=O)C2CCCCN32)cc1 (stereo not given) | · | 33% | 5% | ? | -1% | · | · | 1% | -23%
COc1ccccc1C1/C(=C(/O)c2ccccc2)C(=O)C(=O)N1CC(C)C (stereo not given) | -1% | -12% | -28% | -1% | -17% | 1% | i | -33% | 0%[57.5 µM]
Cn1nccc1C(=O)Nc1cccc(C(F)(F)F)c1 | 1% | 8% | 3% | -15%[0.397 µM] | 6% | 1% | i | -13% | i
CC(=O)Nc1ccc(S(=O)(=O)Oc2ccccc2N2CCCCC2)cc1 | 1% | 9% | -5% | ? | ? | 0% | i | -1% | -23%
Cc1ccc(C(=O)NCC(=O)OCN2C(=O)c3ccccc3C2=O)cc1C | -3% | · | 9% | 0% | 15% | 3% | i | -12% | -1%
CN(C(=O)c1cccc(S(=O)(=O)N2CCOCC2)c1)c1c(N)n(Cc2ccccc2)c(=O)[nH]c1=O | 2% | -14% | -13% | -1% | 8% | -8% | i | 0% | ?
Cc1ccc(C)c(OCC(=O)Nc2ccc3c(c2)OCO3)c1 | -5% | · | 1% | ? | 3% | 1% | i | -1% | -33%
O=C1C2C3C=CC(C3)C2C(=O)N1c1ccccc1 (stereo not given) | 0% | -20% | 1% | 9% | 1% | -16% | i | -2% | i
CSc1sc(-c2ccnc(=S)[nH]2)c(-c2ccccc2)c1C#N | -3% | 8% | -19% | -6% | 1% | -1% | i | 13% | i
O=c1oc2c3c(ccc2c2ccccc12)OCN(Cc1ccccc1Cl)C3 | · | 6% | -13% | 0%[9.22 µM] | 8% | · | · | 2% | -9%
O=C(Nc1nnc([C@H]2C[C@H](O)[C@@H](CO)O2)s1)c1cccc(C(F)(F)F)c1 | · | -10% | -9% | 21% | 14% | 1% | i | -4% | -7%
CSc1nnc(-c2ccccc2Cl)n1N | 0% | -19% | 3% | 1% | 7% | -21% | i | -1% | i
CCc1nn(CC(=O)NCc2ccco2)c(=O)c2cc3cc(F)ccc3n12 | · | 11% | -1% | 12% | 16% | · | · | 4% | -17%

Of the compounds above, these have a Cl atom.
SMILES | MmCpn inh | FUS yeast rescue | Abeta yeast res | TDP-43 yeast inh | GLP1R inv ag | aSyn yeast inh | pAkt inh | GLP1R cytotox | PTHR1 agonist
O=c1oc2c3c(ccc2c2ccccc12)OCN(Cc1ccccc1Cl)C3 | · | 6% | -13% | 0%[9.22 µM] | 8% | · | · | 2% | -9%
CSc1nnc(-c2ccccc2Cl)n1N | 0% | -19% | 3% | 1% | 7% | -21% | i | -1% | i

Further results follow:
SMILES | MmCpn inh | FUS yeast rescue | Abeta yeast res | TDP-43 yeast inh | GLP1R inv ag | aSyn yeast inh | pAkt inh | GLP1R cytotox | PTHR1 agonist
CC1(C)C(c2ccc(Cl)cc2)=[N+]([O-])C2(CCCC/C2=N\O)N1O (stereo not given) | 1% | 0% | 2% | 4% | 0% | -15% | i | -6% | -20%[57.5 µM]
Cc1nc2ccccc2c(=O)n1/N=C/c1cccnc1 | 0% | 3% | 8% | 1% | 7% | -4% | i | 2% | i
O=C(CSc1nc2ccccc2nc1Cc1ccc(Cl)cc1)N1CCN(c2ccccc2F)CC1 | · | -7% | -2% | -3% | 7% | · | · | 2% | -24%
COc1ccc(CSc2nc(N3CCOCC3)c3c(c2C#N)CC(C)(C)OC3)cc1 | -1% | 35% | 7% | 0% | -8% | 6% | · | 10% | -22%[57.5 µM]
CC(C)(C)c1ccc(OCC(O)CN2CCOCC2)cc1 (stereo not given) | · | -15% | -22% | -15% | -28% | 1% | i | 0% | i
COc1ccccc1NC(=O)Nc1cc(NC(=O)Nc2ccccc2OC)c(C)nc1C | 1% | 23% | 25% | 5% | ? | 2% | i | ? | i
O=C(Nc1cccc2ccccc12)NC1CCCc2ccccc21 (stereo not given) | -2% | 9% | 14% | -4% | 7% | -1% | i | -4% | -10%[57.5 µM]
COCCNC(=O)CSc1nnc(NC(=O)C2CC(=O)N(c3ccccc3OC)C2)s1 (stereo not given) | 2% | 15% | -1% | 8% | 1% | -1% | i | -1% | i
O=C(/C=C/c1ccccc1)NC(=S)Nc1ccc2c3c(cccc13)CC2 | 1% | -12% | 8% | 15% | 1% | 0% | i | -9% | i
CCc1cc(C(=O)N2CCCC(C(=O)c3cccc(OC(C)C)c3)C2)n(C)n1 (stereo not given) | 2% | ? | -1% | 3% | ? | -7% | i | -2% | -18%
O=c1cc2c(n[nH]1)CCCC2 | -1% | -9% | -13% | -22% | 11% | 1% | i | -14% | -6%
Cc1nc(-c2ccccn2)nc(SCC(=O)c2ccc(F)cc2)c1Cl | -2% | 3% | -28% | 11µM* | ? | ? | i | ? | -26%
CCOC(=O)[C@H]1[C@H]2COc3ccc(Br)cc3[C@@H]2N2C(=O)c3cc(Br)ccc3NC(=O)[C@@]12C | 0% | ? | ? | 17% | 2.8µM* | 21% | i | -49% | -14%
CS(=O)(=O)Oc1ccc(/C=C2\C(=N)N3N=C(CC(=O)N4CCOCC4)SC3=NC2=O)cc1Cl | 1% | -24% | -6% | 16% | 14% | 1% | · | -2% | i
COc1ccc(S(=O)(=O)N2CCCCC2)cc1NC(=O)Cc1ccc(Br)cc1 | · | -6% | -3% | -2% | -20% | -4%[1.84 µM] | i | 0% | -66%[inhibitor]
O=C(COC(=O)c1cccc(Br)c1)NC(=O)NC1CCCC1 | 3% | ? | 24% | 0% | ? | 27% | i | -4% | 6%
CC(=O)c1ccc(NC(=O)C2CCCN2S(=O)(=O)c2cccs2)cc1 (stereo not given) | 1% | -4% | -5% | -22% | -3% | -2% | i | -6% | -17%
COc1cc(C(=O)Nc2cc(C)nn2-c2ccccc2)cc(OC)c1OC | -9% | -4% | -22% | -44%[inhibitor] | 64%[activator] | -1% | i | 1% | 22%
CN(C)C(=O)c1ccc(Oc2ccc(C(=O)N(C)C)cc2)cc1 | 2% | 17% | 16% | -15% | -7% | 0% | i | 3% | i
O=C(CSc1ncnc2c1cnn2-c1ccc(Cl)cc1)NCc1ccc2c(c1)OCO2 | -3% | -1% | -3% | 16% | 0% | 0% | i | 8%[1.53 µM] | -23%
CCCn1c(CN2CCCCC2CC)nc2c1c(=O)n(C)c(=O)n2C (stereo not given) | -3% | -34% | -5% | -5% | 7% | 0% | i | -1% | i
NS(=O)(=O)c1cc(C(=O)O)c(NCc2ccco2)cc1Cl | · | 33% | 3% | 24% | 8% | 0% | i | -1% | 7%
C=C1[C@@H](CCO)N(S(=O)(=O)C(C)(C)C)C[C@@H]1C | · | -27% | 0% | -3% | 8% | 5% | i | 3% | -19%
Cn1ncc2c(NNC(=O)c3ccc(Cl)c(Cl)c3)ncnc21 | 0% | · | 1% | ? | 19% | -3% | i | 0% | -5%
COc1cc(OC)c(NS(=O)(=O)c2cc(Br)cnc2N)cc1Cl | 0% | 7% | 19% | 15% | ? | 12% | i | -11% | -1%
CCOc1ccc(S(=O)(=O)NCCC(=O)NCC(c2ccco2)N2CCCCC2)cc1 (stereo not given) | 2% | 0% | 0% | 5% | 6% | 2% | i | 0% | -32%[inhibitor]
COc1cc2c(cc1OC)C(C(=O)NCc1ccco1)C1c3ccccc3CCN1C2=O (stereo not given) | -1% | 19% | 2% | 9% | 7% | 3% | i | -14% | -4%[57.5 µM]
CC1(C)CC(=O)C2=C(C1)Oc1ncn(Cc3ccco3)c(=N)c1C2c1ccccc1 (stereo not given) | 1% | 38% | -27% | ? | ? | -1% | i | -11% | -16%[57.5 µM]
O=C(NCCCn1ccnc1)c1ccc(F)cc1 | -1% | -26% | 12% | 12% | 13% | 1% | i | -5% | i
CCOC(=O)C1=C(Nc2ccccc2)CC(C)(O)C(C(=O)OCC)C1c1ccc(Cl)cc1 (stereo not given) | 0% | · | 0%&19% | -4%&8% | ? | -7%&10% | i | -3%&-4% | -57%[inhibitor]
O=C(NC1=NCCS1)c1ccc2c(c1)C(=O)N(Cc1ccco1)C2=O | -2% | 40% | -1% | -15% | 1% | 12% | i | -7% | -15%[57.5 µM]
Cc1ccc(NC(=O)CS(=O)CC(=O)Nc2ccccc2-c2ccc(C)o2)cc1 (stereo not given) | 0% | 17% | 24% | 0% | -23% | 3% | i | ? | i
O=C(Nc1ccc(Cl)cc1F)c1cccc2ccccc12 | -12% | -16% | -5% | ? | ? | 1% | i | -18% | i
COc1ccc(CNC(=O)C2CCCN(S(=O)(=O)c3cccc4nsnc34)C2)cc1 (stereo not given) | 1% | 3%&-3% | 5%&0% | -9%&19% | -20%&-8% | 0% | i | -7%&4% | -23%
COC(=O)c1ccc(CNC(=O)N2CCN(S(=O)(=O)c3ccc(C)cc3)CC2)cc1 | -1% | 28% | 3% | 1% | -17% | -6% | i | -15% | -7%
Cc1cc(S(=O)(=O)NC(C)C)ccc1OCC(=O)N1CCOCC1 | -2% | 15% | 6% | -27% | 5% | -1% | i | 3% | i
COc1ccc(CCNC(=O)c2c(C)nn(CC(C)C)c2Cl)cc1OC | 1% | · | 1% | 17% | 14% | 0% | i | -2% | i

These rows are one share of the data; rates above refer to the full screens.
